697 NFkB inh – inhibitors of PMA/ionomycin-induced NF-kB reporter, 697 cells, primary screen, B-cell NF-kB inhibitor project, cell-based, luminescence, uHTS | 330,000 tested, 0.33% active | inhibition, % at 4 µM | 697 B-cell NF-kB luciferase reporter, 16 h; in the data active = inhibition above about 35%
Mdm2-MdmX inh – inhibitors of human Mdm2-MdmX association, primary screen, cell-based, luminescence, split luciferase, SaOS-2, uHTS; 330,000 tested, 3% active; Protein Mdm4 (Homo sapiens) + E3 ubiquitin-protein ligase Mdm2 (Homo sapiens), …; SaOS-2 split-luciferase Mdm2/MdmX complementation; inhibition, % at 8 µM;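 active = inhibition of at least 50% at 8 µM in the primary screen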
Target sequence (O15151 whole entry, looked up): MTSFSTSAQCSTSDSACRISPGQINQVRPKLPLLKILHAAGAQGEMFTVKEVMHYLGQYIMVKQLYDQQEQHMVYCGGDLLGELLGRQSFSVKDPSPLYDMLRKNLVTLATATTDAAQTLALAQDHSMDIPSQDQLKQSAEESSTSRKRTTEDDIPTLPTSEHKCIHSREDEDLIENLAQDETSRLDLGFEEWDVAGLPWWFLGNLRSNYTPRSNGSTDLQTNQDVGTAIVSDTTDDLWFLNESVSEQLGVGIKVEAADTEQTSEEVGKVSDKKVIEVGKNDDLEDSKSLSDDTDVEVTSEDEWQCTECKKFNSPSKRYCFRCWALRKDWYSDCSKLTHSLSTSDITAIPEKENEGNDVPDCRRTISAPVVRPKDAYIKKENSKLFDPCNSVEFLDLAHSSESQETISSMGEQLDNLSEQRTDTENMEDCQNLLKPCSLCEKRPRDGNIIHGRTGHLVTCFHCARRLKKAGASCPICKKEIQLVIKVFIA
Target sequence (Q00987 whole entry, looked up): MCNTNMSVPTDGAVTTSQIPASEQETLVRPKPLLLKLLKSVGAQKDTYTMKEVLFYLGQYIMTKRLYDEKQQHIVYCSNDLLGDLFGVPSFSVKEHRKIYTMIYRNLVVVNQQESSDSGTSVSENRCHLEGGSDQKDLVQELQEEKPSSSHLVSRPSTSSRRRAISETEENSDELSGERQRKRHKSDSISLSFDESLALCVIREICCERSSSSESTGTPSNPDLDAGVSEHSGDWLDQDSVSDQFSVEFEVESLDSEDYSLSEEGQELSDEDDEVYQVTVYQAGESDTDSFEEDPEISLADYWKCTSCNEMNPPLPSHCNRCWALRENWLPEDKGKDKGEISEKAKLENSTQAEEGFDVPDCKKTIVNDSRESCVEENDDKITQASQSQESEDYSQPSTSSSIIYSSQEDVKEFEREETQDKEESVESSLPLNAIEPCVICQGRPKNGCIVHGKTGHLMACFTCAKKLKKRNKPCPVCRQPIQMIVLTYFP
XBP1 UPR activ – activators of adaptive XBP1 UPR arm, primary screen, cell-based, CHO-XBP1 luciferase reporter, luminescence, uHTS. activation, % at 20 µM. IRE1-XBP1 UPR activation; percent of tunicamycin response, DMSO as zero. 330,000 tested, 0.33% active. AID 463104, 2010;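 active = versus positive control, 20 µM dose yields 30% or more activation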;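 also: 100% = tunicamycin at 10 µg/mL and 0% = DMSO only wells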
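Signal: luciferase luminescence; Assay system: CHO-XBP1 luciferase reporter cells; Amount: one thousand reporter cells per well; Dosing: 20 µM single concentration, DMSO 1%; Benchmarks: high control tunicamycin 10 µg/mL final, low control DMSO vehicle only; Schedule: 6 h compound exposure at 37 °C, 5% CO2; Evaluation: percent activation relative to tunicamycin reference.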
UPR CHOP act – activators of apoptotic CHOP UPR arm, primary screen, cell-based, CHO-CHOP luciferase reporter, luminescence, uHTS. UPR activation; percent of tunicamycin response over DMSO baseline. 330,000 tested, 0.34% active. activation, % at 10 µM. AID 449763, 2010;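 active = at 10 µM dose, activation of 40% or more, normalized to positive control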;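 also: 100% = tunicamycin at 10 µg/mL and 0% = DMSO alone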
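Material: CHO-CHOP cells, stable luciferase reporter of PERK-eIF2a-CHOP signalling; quantity: 500 reporter cells seeded per well; buffer or medium: F12 medium containing 10% fetal bovine serum; compound: one dose, 10 µM in 0.5% DMSO; incubation: 6 h compound treatment, 37 °C; measured by: Steady-Glo luciferase luminescence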
tim10-1 inh – growth inhibitors of tim10-1 mutant yeast, primary screen, luminescence, uHTS; S. cerevisiae tim10-1 ts strain growth, BacTiter-Glo, 24 h; inhibition, % at 20 µM; 330,000 tested, 2.2% active; AID 463190, 2010;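 active = inhibition of at least 40%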;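 also: mutant grown at 25 °C; 0% = DMSO wells with yeast and 100% = wells holding no yeast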
tim23-1 inh – growth inhibitors of tim23-1 mutant yeast, primary screen, luminescence, uHTS. S. cerevisiae tim23-1 growth, BacTiter-Glo luminescence, 24 h. inhibition, % at 20 µM. 330,000 tested, 1.3% active. AID 463212, 2010;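 active = growth inhibition of the mutant yeast at or above 50%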;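 also: temperature-sensitive mutant grown at 25 °C; plate controls were DMSO-treated mutant yeast for no effect and medium wells lacking yeast for full effect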
Jurkat NFkB inh – inhibitors of induced NF-kB luciferase reporter, primary screen, TCR NF-kB activation inhibitor project, cell-based, luminescence, uHTS | inhibition, % at 4 µM | 330,000 tested, 0.53% active | Jurkat, PMA/ionomycin-induced NF-kB luciferase reporter | AID 435003, 2010; in the data active = inhibition above about 50%
TIM10 inh – growth inhibitors of isogenic TIM10 control yeast, primary screen, counter-screen for tim10-1 yeast inhibitor project, luminescence, uHTS; inhibition, % at 10 µM; S. cerevisiae TIM10 strain growth, BacTiter-Glo luminescence, 24 h; 330,000 tested, 1.4% active;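 active = inhibition of 40% or more at the single tested concentration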;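 also: wild-type TIM10 isogenic control strain grown at permissive 25 °C; 0% = DMSO yeast wells and 100% = minimal medium wells without yeast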
The depositor's hits bear a star.

Short keys: A = 697 NFkB inh; B = Mdm2-MdmX inh; C = XBP1 UPR activ; D = UPR CHOP act; E = tim10-1 inh; F = tim23-1 inh; G = Jurkat NFkB inh; H = TIM10 inh
CCOC(=O)C1CCN(C(=O)Nc2ccc(OCc3ccccc3)cc2)CC1
  A = 12.1; B = -0.9; C = 1.0; D = 1.1; E = -5.2; F = 3.9; G = -0.3; H = 2.9

O=C(c1ccc2c(c1)OCO2)C1CCCN(Cc2ccc3nsnc3c2)C1 (stereo not drawn)
  A = 14.4; B = 7.9; C = -1.6; D = 0.5; E = -39.5; F = -36.6; G = 7.5; H = -20.1

CC(NC(=O)COC(=O)C1CC2CCCC(C1)C2=O)c1ccccc1 (stereo not drawn)
  A = -7.3; B = -28.0; C = -2.9; D = 4.4; E = -4.8; F = 10.5; G = 0.3; H = 8.7

O=C(CC1SC(N2CCCCC2)=NC1=O)Nc1ccc(C(=O)O)cc1 (stereo not drawn)
  A = -3.5; B = 25.3; C = -0.7; D = -0.2; E = -8.4; F = -14.9; G = -0.5; H = -1.2

CCOC(=O)c1c(C)nc2c(c1C)c(=O)oc1ccccc12
  A = -68.5; B = 8.3; C = 5.8; D = 3.8; E = 28.7; F = -1.8; G = -25.9; H = 35.8

Cc1c(S(=O)(=O)c2ccccn2)c(N)n(Cc2ccccc2Cl)c1C
  A = -3.4; B = -4.5; C = -2.5; D = -1.2; E = 0.0; F = -4.0; G = -5.4; H = 8.1

O=C(CN1CCCCCC1)Nc1ccc(Oc2ccccc2)cc1
  A = -13.1; B = 8.2; C = -0.6; D = 2.0; E = -16.3; F = -3.7; G = -20.1; H = -10.4

COc1ccccc1OCC(=O)N1CCN(c2ccccc2OC)CC1
  A = -3.1; B = 16.9; C = -4.9; D = -0.8; E = -2.0; F = 4.8; G = 10.2; H = 4.1

Cc1ccc(C(=O)NC(O)C(Cl)Cl)cc1 (stereo not drawn)
  A = -6.4; B = -22.5; C = -1.4; D = 5.2; E = 18.5; F = 10.1; G = 10.2; H = 0.7

CCOC(=O)C1C(=O)C=C(c2cccs2)CC1c1ccccc1C (stereo not drawn)
  A = 8.4; B = 8.1; C = -0.9; D = -0.8; E = 31.4; F = 35.2; G = 5.6; H = 17.6

Cc1ccsc1C(=O)NCc1ccc(F)cc1
  A = -1.6; B = -9.9; C = 2.8; D = 1.0; E = -20.5; F = 0.4; G = 4.5; H = 2.1

COc1cc(/C=C(/C#N)c2ccc(F)cc2)ccc1OCc1ccc(C(=O)O)o1
  A = -16.5; B = -3.8; C = 2.1; D = -1.3; E = 8.8; F = 15.3; G = -2.9; H = 8.0

Oc1ccccc1/C=N/N1CCN(c2ccccn2)CC1
  A = -42.3; B = 0.8; C = -1.4; D = 3.9; E = -56.2; F = -19.6; G = -35.9; H = -46.8

CCCCN(C)C(=O)c1cc2cc3cc(OC)ccc3nc2o1
  A = -84.3; B = -39.6; C = 3.1; D = 5.4; E = 15.6; F = -5.8; G = -57.2; H = -6.6

CN(CC(=O)Nc1c(Cl)cccc1Cl)C(=O)c1cccc(-n2cccc2)c1
  A = 10.6; B = -4.1; C = -3.6; D = 0.8; E = 23.5; F = 24.1; G = -4.2; H = 19.0

O=C1CC(C(=O)O)c2ccccc2N1 (stereo not drawn)
  A = 4.3; B = 7.5; C = 0.4; D = -1.6; E = 10.3; F = 5.4; G = -1.0; H = 7.9

Cc1ccc(S(=O)(=O)N2CC(O)CC2C(=O)OCC(=O)c2ccccc2Cl)cc1C (stereo not drawn)
  A = 7.1; B = -0.4; C = -1.1; D = 1.5; E = 20.0; F = 15.4; G = 3.0; H = 13.0

CN(C(=O)CS(=O)(=O)c1cn(CC(=O)N2CCOCC2)c2ccccc12)c1ccccc1
  A = 24.9; B = 3.1; C = -3.2; D = -1.3; E = 1.8; F = 8.4; G = -11.3; H = 2.3

CC1(NC(=O)Nc2cccc3ccccc23)CCS(=O)(=O)C1 (stereo not drawn)
  A = -12.8; B = 16.0; C = -5.5; D = 0.3; E = 0.5; F = -2.6; G = -5.4; H = -15.1

COc1ccccc1OCCNC(=O)c1ccc2c(c1)CCC2
  A = -36.2; B = -41.5; C = 4.2; D = 5.6; E = -6.5; F = 25.8; G = -36.1; H = 5.5

COc1ccc(C(=O)N/C(=C\c2ccco2)C(=O)NCc2cccnc2)cc1
  A = 14.8; B = 23.2; C = 2.7; D = 1.1; E = 0.7; F = 13.8; G = -9.0; H = 0.0

CN(C(=O)COC(=O)c1ccc2c(c1)OCO2)C1CCCCC1
  A = 0.9; B = -29.4; C = -1.2; D = 4.5; E = 5.8; F = 37.6; G = 0.8; H = -6.7

Cc1ccc(C(=O)C[n+]2cc(Br)cc(Br)c2)cc1[N+](=O)[O-]
  A = 7.6; B = -6.1; C = 0.0; D = -1.2; E = 15.3; F = 16.0; G = -6.0; H = 15.3

O=C(O)CN1CCCCC1
  A = 4.3; B = 20.9; C = 3.8; D = -1.4; E = 5.5; F = 14.9; G = -2.6; H = 1.6

Cc1ccc(SC(CC(=O)c2ccc(C(C)(C)C)cc2)C(=O)O)cc1 (stereo not drawn)
  A = 18.1; B = 21.7; C = 0.3; D = -1.1; E = 40.7*; F = 39.1; G = -10.0; H = 30.9

CC(C)(C)NC(=O)NC(=O)COC(=O)c1ccc(OC(F)(F)F)cc1
  A = 18.7; B = 6.3; C = -0.9; D = 2.9; E = 11.2; F = 23.6; G = -14.6; H = 4.6

Cc1ccc(S(=O)(=O)N(CC(=O)Nc2cccnc2)c2ccccc2C)cc1
  A = -4.0; B = 16.5; C = -3.5; D = 0.5; E = 10.2; F = 17.2; G = -13.1; H = -12.4

CC(=O)c1ccc(NC(=O)Cc2ccsc2)cc1
  A = -59.4; B = 9.3; C = 2.2; D = 3.6; E = 7.2; F = 12.4; G = -44.8; H = -11.5

O=c1c2cnn(-c3ccccc3)c2nc(-c2cccs2)n1-c1ccc(Br)cc1
  A = -41.8; B = 7.2; C = -10.1; D = -1.3; E = -1.6; F = 1.5; G = 15.3; H = -3.0

COc1ccc(CNCc2ccco2)cc1OCc1ccccc1
  A = 12.4; B = -17.9; C = -4.2; D = 3.3; E = 10.2; F = 18.6; G = -30.0; H = 8.4

O=C/C(=C\Nc1ccccn1)c1nc2ccccc2o1
  A = -13.9; B = 30.7; C = -0.7; D = 2.7; E = 30.9; F = 34.1; G = -4.2; H = -28.3

CC1(c2nnc(-c3ccc(F)cc3)o2)CC(c2cccnc2)=NO1 (stereo not drawn)
  A = -9.1; B = 3.8; C = -3.1; D = -1.0; E = -21.6; F = 9.1; G = 1.2; H = -6.3

CCCCOC(=O)c1ccc(NC(=O)CSCc2n[nH]c(=O)[nH]2)cc1
  A = 16.1; B = -2.6; C = -5.4; D = 0.4; E = 7.4; F = 2.1; G = 23.9; H = 6.2

CC1(C(=O)NC2CCCC2)CCC(=O)N1CCC1=CCCCC1 (stereo not drawn)
  A = -8.7; B = 18.6; C = 0.5; D = 0.2; E = 10.0; F = 15.8; G = -1.2; H = 1.7

Cc1ccc(C)c(OCC(=O)Nc2ccc(N3CCOCC3)cc2)c1
  A = 4.1; B = -8.9; C = -1.0; D = -1.4; E = 17.9; F = 37.8; G = -13.0; H = 4.9

COc1ccc(N2CCN(C(=O)CSc3ccccc3N)CC2)cc1
  A = -26.3; B = -1.3; C = 1.4; D = -0.9; E = 18.0; F = 17.9; G = -14.1; H = 6.8

CCSc1nn2c(=O)c3ccccc3nc2s1
  A = -84.2; B = -24.6; C = -3.1; D = 2.0; E = 19.9; F = -14.0; G = -85.4; H = 8.6

COc1ccc(CNC(=O)COC(=O)C2(C)CC2(Cl)Cl)cc1 (stereo not drawn)
  A = -0.3; B = 6.8; C = -4.1; D = -0.4; E = -4.5; F = -0.4; G = 13.3; H = -2.1

CCC(C)C(=O)Nc1ccc(S(=O)(=O)Nc2nccs2)cc1 (stereo not drawn)
  A = 9.8; B = 12.7; C = -2.5; D = -0.9; E = -12.3; F = -8.6; G = -3.5; H = -2.5

COc1cccc(NC(=O)C2CCC(CNS(=O)(=O)c3ccc4c(c3)CC(C)N4C(C)=O)CC2)c1 (stereo not drawn)
  A = 0.6; B = 48.8; C = -6.2; D = -1.6; E = -3.3; F = 1.0; G = -13.6; H = -9.9

O=C(O)c1ccc(N2C(=O)c3ccc(C(=O)c4cccc([N+](=O)[O-])c4)cc3C2=O)cc1
  A = 4.5; B = -13.8; C = 0.8; D = -1.5; E = 22.6; F = 3.6; G = 0.9; H = 9.6

CCOc1cc(NC(=S)NCC2CCCO2)c(OCC)cc1NC(=O)c1ccc(F)cc1 (stereo not drawn)
  A = -11.9; B = -15.9; C = -0.9; D = 0.5; E = 13.7; F = -6.3; G = 1.1; H = 24.3

Cc1sc2ncnc(OCC(=O)NCC3CCCO3)c2c1C (stereo not drawn)
  A = 18.8; B = -15.9; C = -1.5; D = -0.6; E = -2.6; F = 15.0; G = -3.5; H = -7.8

O=C1c2ccccc2C(=O)N1Cc1cccnc1
  A = 12.7; B = -18.6; C = -0.5; D = -3.5; E = -0.6; F = -2.8; G = -13.6; H = -4.6

O=C(COC(=O)Cc1ccc(Cl)cc1)NCc1ccc2c(c1)OCO2
  A = -27.8; B = 31.3; C = 1.4; D = -0.6; E = 8.7; F = 23.0; G = -9.4; H = 2.8

COc1ccc(COCC(O)CN2CC(C)OC(C)C2)cc1OC (stereo not drawn)
  A = 2.4; B = 11.6; C = 0.5; D = -0.5; E = -22.0; F = -14.1; G = -6.4; H = -16.4

CCOC(=O)Nc1nn(-c2ccc(C)cc2)c(=O)c(C#N)c1C
  A = 13.8; B = 7.4; C = 1.4; D = 0.6; E = 32.6; F = 14.0; G = 2.6; H = -5.5

CCOC(=O)c1[nH]c2ccc(C)cc2c1N=C(C)N(C)C
  A = 4.6; B = 8.9; C = -1.0; D = -2.3; E = 0.1; F = -1.5; G = -9.5; H = -6.4
